GBA enhancer – increases beta-glucosidase activity in Gaucher fibroblasts; P04062; L444P Gaucher fibroblasts, 4-MU-glucoside fluorescence, 3 days; activation, % at 10 µM; 0.44% of 30,000 active; in the data active = activation above about 65%;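 note: 0% = vehicle wells and 100% = positive control wells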
Target sequence (P04062 whole entry L483P): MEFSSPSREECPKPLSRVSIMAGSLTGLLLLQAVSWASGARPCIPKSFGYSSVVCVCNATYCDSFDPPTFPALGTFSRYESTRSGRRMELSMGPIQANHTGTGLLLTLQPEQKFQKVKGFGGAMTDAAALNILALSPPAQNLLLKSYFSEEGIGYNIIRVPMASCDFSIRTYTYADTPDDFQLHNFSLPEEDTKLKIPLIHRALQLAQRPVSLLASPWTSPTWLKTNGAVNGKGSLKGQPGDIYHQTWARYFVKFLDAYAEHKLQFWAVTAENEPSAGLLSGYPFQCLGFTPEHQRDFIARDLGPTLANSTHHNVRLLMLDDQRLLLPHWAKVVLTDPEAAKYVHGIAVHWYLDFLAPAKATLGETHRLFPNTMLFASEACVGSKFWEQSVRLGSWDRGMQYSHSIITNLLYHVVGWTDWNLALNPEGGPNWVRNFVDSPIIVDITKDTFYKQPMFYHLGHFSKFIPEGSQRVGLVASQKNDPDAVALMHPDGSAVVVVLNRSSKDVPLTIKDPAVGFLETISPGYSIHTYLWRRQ
Numbers without * were called inactive. An excerpt. The share of hits here may be higher or lower than overall.

entry	Structure	GBA enhancer
1	COC(=O)CSc1nnc(CNc2ccc(OC)cc2)n1C	3.0
2	COc1ccc(CC(=O)OCC(=O)Nc2ncc(Cl)cc2Cl)cc1	-0.2
3	CCCCC(=O)Nc1ccc(NC(=O)C(C)C)cn1	-26.8
4	CC(=O)[C@H]1CC[C@H]2[C@@H]3CCC4=CC(=O)CC[C@]4(C)[C@H]3[C@H](O)C[C@]12C	-34.1
5	O=C(CSc1nnc(-c2cccs2)o1)c1cccs1	3.8
6	CCOc1ccc2c(c1)n(CO)c(=S)n2CO	10.1
7	Cc1nc2cc(NC(=O)N3c4ccccc4CC3C)ccc2o1 (stereo not given)	-6.1
8	CC(C)N=C1SCC(C)(/C=N/O)S1 (stereo not given)	8.4
9	CC1CCc2cc(F)cc3c(=O)c(C(=O)O)cn1c23 (stereo not given)	-32.5
10	Cc1ccc(S(=O)(=O)c2n[nH]n3c2nc(=O)c2ccccc23)cc1	-3.5
11	COc1cccc(-n2c(SC)nnc2-c2c[nH]c3ccccc23)c1	-2.6
12	CN1C(=O)CC(N2CCN(C(=O)CN3CCCC3)CC2)C1=O (stereo not given)	-0.5
13	COc1ccc(OC)c(S(=O)(=O)N2CCC(C(=O)NC(C)c3ccccc3)CC2)c1 (stereo not given)	-10.9
14	CCc1nnc(NC(=O)c2ccc(S(=O)(=O)N(CC(C)C)CC(C)C)cc2)o1	-13.3
15	O=C1CCCN1c1ccc(CNS(=O)(=O)c2ccc(F)cc2)cc1	-21.5

2 of these compounds in another layout:
[2] COc1ccc(CC(=O)OCC(=O)Nc2ncc(Cl)cc2Cl)cc1
  GBA enhancer = -0.2

[3] CCCCC(=O)Nc1ccc(NC(=O)C(C)C)cn1
  GBA enhancer = -26.8

(listing goes on)
entry	Structure	GBA enhancer
16	CCN(CC)c1ccc(NC(=O)c2cc3ccccc3o2)c(C)c1	-1.3
17	O=C(COc1ncnc2ccccc12)NCCC1=CCCCC1	12.0
18	COc1ccc(C2=NO[C@@H]3C(=O)N(c4ccc5c(c4)OCCO5)C(=O)[C@H]23)cc1OC	0.7
19	COc1cc(NC(=O)c2cc(-c3cccs3)on2)cc(OC)c1OC	-0.2
20	CCc1nc(NCCc2ccccn2)c2nnn(Cc3ccccc3F)c2n1	3.3
21	Nc1nnc(SCCN2C(=O)c3ccccc3S2(=O)=O)s1	1.2
22	CN(C)/C=N/c1ncnc2c1cnn2-c1ccc(C(F)(F)F)cn1	-20.7
23	COc1ccc(S(=O)(=O)N(Cc2cc3ccc(OC)cc3[nH]c2=O)CC2COCCO2)cc1 (stereo not given)	-1.4
24	COc1ccc(C2=NO[C@@H]3C(=O)N(c4ccc(C)cc4C)C(=O)[C@H]23)cc1OC	-5.5
25	Cc1ccc(NC(=O)c2cc(NC(=O)c3ccco3)ccc2N2CCOCC2)cc1	4.2
26	O=C(c1cccn2c(=O)c3cc(Br)ccc3nc12)N1CCN(c2ccccn2)CC1	-42.9
27	O=c1ccnc(SCc2ccccc2Cl)[nH]1	14.7
28	CCCN1C(=O)c2ccc(C(=O)NC3=NCCS3)cc2C1=O	-18.9
29	COc1ccccc1-n1cnnc1SCC(=O)N1CCN(S(=O)(=O)c2ccccc2)CC1	2.9
30	COc1ccc(OC)c(S(=O)(=O)N2CCCCC2C(=O)N2CCN(c3ccccn3)CC2)c1 (stereo not given)	-17.5
31	COc1cccc(/C=C/c2ccncc2)c1OC	-21.7
32	COc1ccc(NC(=O)CSc2nnc(CNC(=O)c3ccco3)n2-c2ccccc2OC)cc1	-1.9
33	Cc1ccnc(NC(=O)Nc2cccc(F)c2)c1	20.0
34	c1ccc(COc2ccc(CNn3cnnc3)cc2)cc1	-12.1
35	C=CCn1c(SCc2ccc(C(=O)OC)cc2)nnc1-c1sc(N)nc1C	0.2
36	O=C(Nc1ccccc1F)c1cc(S(=O)(=O)N2CCCCC2)cs1	-13.7
37	CCN(CC)S(=O)(=O)c1ccc2c(c1)c(=O)c(C(=O)N1CCN(c3ccccc3)CC1)cn2C	-17.2
38	CC(=O)c1c(C)[nH]c(C(=O)NCCc2cccc(C)c2)c1C	-7.1
39	Cn1c(=NC(=O)CSCC(=O)N2CCCC2)sc2ccccc21	-2.7
40	COc1cccc(C2N(c3ccccn3)C(=O)C3CCCN32)c1OC (stereo not given)	-4.8
41	Cc1ccc(N(CC(=O)NCc2cccs2)S(=O)(=O)c2cccs2)cc1	3.7
42	C[C@H](NC(=O)Nc1cccc(C(F)(F)F)c1)C(=O)O	13.9
43	COc1ccc(Cl)cc1NC(=O)CN1C(=O)CSC1=O	-11.1
44	Cc1ccc(C)c(NC(=O)CSc2nnc(CCCCCNC(=O)OC(C)(C)C)o2)c1	-2.5
45	Cc1ccc(CN2C(=O)CCC2C(=O)N2CCN(c3ccc(F)cc3)CC2)cc1 (stereo not given)	-11.1
46	CC1CCCCN1CCNS(=O)(=O)c1ccc2c(c1)oc(=O)n2C (stereo not given)	-13.7
47	OCCN(Cc1ccccc1)Cc1cccc(C(F)(F)F)c1	4.7
48	COc1ccc(Cl)cc1NC(=O)c1oc(C)nc1C	37.1
49	CCC(Sc1ccc2nnc(-c3ccc(F)cc3)n2n1)C(=O)OC (stereo not given)	-1.7
50	C(=N\n1cnnc1)/c1cn(-c2cccs2)nc1-c1ccccc1	-31.1
51	Cc1cc(C(=O)Nc2nnc(C3CCCCC3)s2)cs1	-2.4
52	COc1cccc2cc(-c3nnc(SCC(=O)NCc4ccccc4)n3C)oc12	-0.2
53	Cc1onc(-c2c(Cl)cccc2Cl)c1C(=O)NCCN1CCOCC1	-8.8
54	Cc1cccnc1-n1c(CCN2C(=O)c3ccccc3C2=O)nc2ccccc2c1=O	6.3
55	COc1ccc(C)cc1S(=O)(=O)N(C)CC(=O)Nc1ccc2c(c1)OCCO2	-9.0
56	O=C(c1ccc(-c2ccccc2)cc1)N1CCC(C(=O)N2CCCC2)CC1	-7.0
57	CN(C)c1ccc(/C=c2\sc3nc(-c4ccccc4)nn3c2=O)cc1	-11.7
58	Cn1c(=O)c(C#N)c(-c2ccccc2)n2cnnc12	-19.0
59	CCOC(=O)c1cnn2c(C(F)(F)F)cc(-c3cn(C)nc3C)nc12	17.0
60	COc1cccc(OC)c1C(=O)NCCN1CCN(C(=O)c2c(OC)cccc2OC)CC1	2.8
61	O=C(CSc1nnc(CNc2ccccc2)o1)N1CCCc2ccccc21	3.7
62	Cn1cccc1C(=S)N1CCOCC1	-5.1
63	O=C(Cc1ccc(F)cc1)Nc1c2c(nn1-c1cccc(Cl)c1)CS(=O)C2 (stereo not given)	-28.3
64	Cc1cc(=O)[nH]c(Nc2c(C)n(C)n(-c3ccccc3)c2=O)n1	-2.0
65	CS(=O)(=O)Nc1ccc2c3c(cccc13)CC2	-11.8
66	COc1ccc2nc(NC(=O)c3ccc(Br)s3)sc2c1	6.7
67	Cc1ccc(-c2nn(CC(=O)NCCN3CCOCC3)c(=O)c3ccccc23)cc1	-18.9
68	CCOC(=O)N1CCN(C(=O)C2CCC(=O)N2C(C)C)CC1 (stereo not given)	-38.6
69	Cc1ccc(-n2c(CSc3nc(C)cc(C)n3)nnc2SCC(=O)N2CCCC2)cc1	10.8
70	Cc1c(N=C2NC(=O)C(CC(=O)Nc3ccccc3)S2)c(=O)n(-c2ccccc2)n1C (stereo not given)	-29.6
71	Cc1noc(C)c1CSc1nnc(C)c(=O)[nH]1	1.7
72	CCOC(=O)c1ccc(S(=O)(=O)NC2CCCCCCC2)n1C	-46.1
73	COc1cc(S(=O)(=O)N2CCCCCC2)c(OC)cc1Br	-42.9
74	Cn1nc(OCc2ccccc2)ccc1=O	14.9
75	O=C(NCc1n[nH]c(=S)n1-c1ccc(F)cc1)c1ccco1	-1.5

Following part.
entry	Structure	GBA enhancer
76	Cc1cc(C(=O)Nc2ccc(S(=O)(=O)Nc3nccs3)cc2)c(C)o1	3.4
77	CCOC(=O)N1CCN(S(=O)(=O)c2cc(Br)cnc2N)CC1	-13.8
78	Cc1ccc(-c2csc(NC(=O)CSc3ncn(-c4ccccc4)n3)n2)cc1	33.9
79	COc1ccc(N2CCN(C(=O)CSc3nnc(C)c(=O)[nH]3)CC2)cc1	-19.6
80	O=C(CSc1nnc(Cc2csc(Nc3cccc(Cl)c3)n2)o1)N1CCc2ccccc21	-12.0
81	CCCCCOc1ccc(OC(=O)c2ccncc2)cc1	5.1
82	Clc1ccc(Oc2nc(N3CCOCC3)nc(N3CCOCC3)n2)c(C2CCCCC2)c1	-3.3
83	CN(C)c1oc(-c2ccc(OCc3ccccc3)cc2)nc1C#N	6.7
84	CC(C)Nc1nc(C#N)nc(NC(C)C)n1	1.7
85	N#CC12CCCCC1CC1CCCCC1(C#N)N2CCO (stereo not given)	-8.6
86	CCSC1=C(C#N)C(=O)n2c1cc1c2CCCC1	3.9
87	Cc1ccc(Cl)cc1N1CCN(S(=O)(=O)c2cccc(S(=O)(=O)N3CCCC3)c2)CC1	-61.4
88	COC(=O)c1[nH]c2ccc(F)cc2c1NC(=O)CCN1CCN(C(=O)c2ccco2)CC1	-36.1
89	CCOC(=O)CSc1nc2cc(OC)ccc2cc1C#N	-6.5
90	Cc1ccccc1-c1nc(CN2CCC(C(=O)NCCCN3CCCC3)CC2)c(C)o1	-60.2

As entered above:
In GBA enhancer, Cc1ccc(-n2c(CSc3nc(C)cc(C)n3)nnc2SCC(=O)N2CCCC2)cc1 has 10.8
In GBA enhancer, Cc1cc(C(=O)Nc2ccc(S(=O)(=O)Nc3nccs3)cc2)c(C)o1 has 3.4
In GBA enhancer, COc1ccc(OC)c(S(=O)(=O)N2CCCCC2C(=O)N2CCN(c3ccccn3)CC2)c1 (stereo not given) has -17.5

The results go on:
entry	Structure	GBA enhancer
91	Cn1c(=O)c2cc(S(=O)(=O)NCCC(=O)NCc3ccccc3Cl)ccc2n(C)c1=O	1.6
92	Fc1ccc(-n2c(Cc3ccccc3)nnc2SCc2nc(-c3cccs3)no2)cc1	-19.0
93	CC(=O)c1c(C)[nH]c(C(=O)Nc2ccc(C)cn2)c1C	7.1
94	Cc1cccc(NC(=O)Cn2nnc(-c3cccs3)n2)c1C	-4.8
95	CCCCOc1ccc(CNn2c(C)nc3ccccc3c2=O)cc1	-3.8
96	CCC(=O)Nc1nn(C)c2nc3c(C)cccc3cc12	-8.1
97	COC(=O)CCC(=O)Nc1sc(C)c(C)c1C(N)=O	-23.3
98	Cc1ccc(C2NC(=O)NC(O)(C(F)(F)F)C2C(=O)c2cccs2)o1 (stereo not given)	-0.9
99	CCOC(=O)c1[nH]c(C)c(/C(O)=C2\C(=O)C(=O)N(CCN(C)C)C2c2ccncc2)c1C (stereo not given)	12.7
100	O=C(/C=C/N1CCOCC1)c1ccc(-c2ccccc2)cc1	-31.5
101	CN1CCCCCC1=Nc1ccccc1C#N	-7.5
102	CCC(C)(C)NC(=O)c1ccc2c(c1)N(CC(=O)OC)C(=O)C(C)(C)O2	-30.5
103	COCCCn1c(SCC(=O)Nc2cccc(C(=O)OC)c2)nnc1-c1ccncc1	-20.6
104	Cc1cc(C(=O)OCC(=O)N2CCc3ccccc32)c(C)o1	8.7
105	COc1ccc(-n2c(=O)cc(N3CCc4ccccc43)[nH]c2=O)cc1	-2.3
106	CCOC(=O)Nc1ccc(NS(=O)(=O)c2ccc(C)cc2)cc1	-18.2
107	COC(=O)C1=C(Cn2cnc3ccccc32)NC(=O)NC1c1cc(C)ccc1C (stereo not given)	13.7
108	CN(C)c1nc(N)nc(Cn2ccnc2)n1	3.2
109	CCOC(=O)c1ccccc1N/C=C1\CCCC1=O	-12.4
110	CCCCCn1c(=NC(C)=O)c(C#N)cc2c(=O)n3cccc(C)c3nc21	41.6
111	Cc1onc(-c2c(Cl)cccc2Cl)c1C(=O)NCC1CCCO1 (stereo not given)	-6.1
112	O=C(NC1CCCCC1)c1ccc(S(=O)(=O)N2CCCCC2)cc1	0.0
113	CCOC(=O)CSc1nnc(CNC(=O)c2ccccc2OC)n1-c1ccc(OC)cc1	-14.0
114	COc1ccc(-n2nc(C(=O)NCC(=O)NCc3ccco3)c3ccccc3c2=O)cc1	2.6
115	COc1ccc(-c2nnc(SCc3nnc(-c4ccc(Cl)cc4)o3)n2-c2ccccc2)cc1	-34.4
116	CCOC(=O)c1cc2c(N)c(C(=O)c3cc(C#N)c(SC)nc3C)sc2nc1C	-29.7
117	Cc1ccc(S(=O)(=O)NCCCOC(=O)Nc2ccncc2)cc1	-6.4
118	COC(=O)c1ccccc1NC(=O)C(C)NS(=O)(=O)c1ccc(OC)cc1 (stereo not given)	-7.7
119	CC1(C(=O)O)Sc2[nH]c(=O)sc2C2c3ccccc3OC(=O)C21 (stereo not given)	-3.0
120	CC1Cc2ccccc2N1c1ncnc2c1nnn2Cc1ccccc1 (stereo not given)	-14.0

Screen by screen, from the results shown.
Nos. 113 to 117 in GBA enhancer: -14.0, 2.6, -34.4, -29.7, -6.4

(list continues)
entry	Structure	GBA enhancer
121	Cc1ccccc1OCc1nnc(SCC(=O)Nc2ccc3c(c2)oc2ccccc23)n1C	7.1
122	CCOC(=O)c1cccc(S(=O)(=O)N(CCO)Cc2cc3cc(OC)c(OC)cc3[nH]c2=O)c1	-6.3
123	CCOc1ccccc1C1C(C(N)=O)=C(C)Nc2nc(-c3ccccc3Cl)nn21 (stereo not given)	10.6
124	c1coc(CNc2ncnc3sc4c(c23)CCCCC4)c1	4.4
125	Cc1ccc(CCNc2ccccc2)c[n+]1[O-]	6.0
126	Cc1nc2cc(O)ccc2n1C	-33.1
127	O=c1cc(O)sc2ccccc12	10.9
128	Cc1ccc(CCN2CC(C(=O)NC3CCCC3)CC2=O)cc1 (stereo not given)	22.3
129	CCOc1ccc(OCC)c(NC(=O)C2CCN(c3ncccn3)CC2)c1	-26.7
130	CCOC(=O)N1CCN(c2cc(=O)n(C3CCCCC3)c(=O)[nH]2)CC1	-14.8
131	CC(=O)Nc1nc(C)c(S(N)(=O)=O)s1	-9.6
132	Cn1c(SCc2nc3ccccc3[nH]2)nnc1-c1cccnc1	0.4
133	CCC(=O)N1CCc2cc(Br)cc(S(=O)(=O)CC(=O)OC)c21	-7.8
134	CC1(c2ccccc2)NC(=O)N(CC(=O)Nc2cccc(C#N)c2)C1=O (stereo not given)	-15.7
135	N#Cc1cn(-c2ccccc2)nc1-c1cc2ccccc2oc1=O	-5.0
136	COc1cccc(-n2nc(C(=O)Nc3ccc4c(c3)OCO4)c3ccccc3c2=O)c1	5.3
137	Nc1nc(-c2cccnc2)nn1C(=O)CCc1ccccc1	-15.1
